SMARCA2 activ: activators of SMARCA2 function | MG213 cells, MMTV-luciferase reporter, dexamethasone, overnight | activation, % at 9.1 µM | actives 1% (n = 370,000) | AID 652017; in the data active = activation above about 7.8%;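 note: 0% = vehicle wells and 100% = reference activator wells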
sPLA2-III inh: Blocks human group III sPLA2 activity | QFRET BODIPY PC-A2 liposome hydrolysis, fluorescence | inhibition, % at 12.2 µM | actives 0.56% (n = 370,000);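 active = inhibition above mean plus 3 SD of compounds lying within the high and low control bounds, cut at about 19% in these data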;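 note: 0% = median of test compound wells and 100% = no enzyme DMSO wells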
GAA850 FXN act: frataxin GAA850 promoter activation; HEK293 lucGAA850 FXN promoter luciferase reporter, 24 h; percent of 10 µM SAHA response; AID 540364; actives 0.56% (n = 360,000); activation, % at 6 µM;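 active = activation above the average of all compounds screened plus 3 SD, cutoff fixed separately per campaign, cut at about 7.5% in these data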;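 note: 0% = DMSO wells and 100% = 10 µM SAHA wells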
ssDAF-12 act: activates DAF-12 receptor from parasite S. stercoralis; HEK293 ssDAF-12/GRIP1 lit1-tk-luc reporter, luminescence; % of 3 µM dafachronic acid response; activation, % at 6.8 µM; actives 1% (n = 370,000); AID 652126;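 active = activation above the mean over all tested compounds plus 3 SD, cut at about 0.9% in these data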;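 note: 0% = DMSO-only wells and 100% = 3 µM delta7-dafachronic acid wells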
ADAM10 inh: inhibitors of human ADAM10 | AID 720582 | actives 0.62% (n = 370,000) | recombinant ADAM10, EDANS/DABCYL FRET peptide cleavage, 3 h | O14672 | inhibition, % at 7 µM;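 active = inhibition above a per-campaign cutoff equal to the mean of compounds falling between control-based bounds plus 3 SD, cut at about 20% in these data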;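 note: 0% = DMSO wells while the 100% control is not disclosed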
hcDAF-12 act: activators of H. contortus DAF-12 nuclear receptor | HEK293 hcDAF-12 lit1-tk-luc reporter, luminescence; 0% DMSO, 100% Δ7-dafachronic acid | activation, % at 6.8 µM | actives 1.4% (n = 370,000);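 active = activation above the mean of all tested compounds plus 3 SD, cut at about 5.5% in these data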;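 note: 100% = response to 3 µM Δ7-dafachronic acid high control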
DAX1 inh-1: DAX1 (NR0B1) inhibition, primary screen | inhibition, % at 6.8 µM | actives 1.1% (n = 370,000) | AID 652010 | HEK293T StAR-luciferase reporter, SF-1/DAX-1 repression relief;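 active = inhibition above the mean over all tested compounds plus 3 SD, cut at about 3.6% in these data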;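 note: 0% = DAX-1 cells with DMSO and 100% = cells lacking DAX-1 with DMSO; higher inhibition means more luminescence from relief of DAX-1 repression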
GC-B act: GC-B (human) receptor activation | P20594 | HEK293-GC-B cells, CNP EC30, cGMP TR-FRET; 0% at EC30 CNP, 100% saturating CNP | activation, % at 10 µM | actives 0.11% (n = 370,000);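 active = activation at 10 µM reaching about 35% in either raw or pattern-adjusted values, limit read from the data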
Target sequence (P20594 whole entry, looked up): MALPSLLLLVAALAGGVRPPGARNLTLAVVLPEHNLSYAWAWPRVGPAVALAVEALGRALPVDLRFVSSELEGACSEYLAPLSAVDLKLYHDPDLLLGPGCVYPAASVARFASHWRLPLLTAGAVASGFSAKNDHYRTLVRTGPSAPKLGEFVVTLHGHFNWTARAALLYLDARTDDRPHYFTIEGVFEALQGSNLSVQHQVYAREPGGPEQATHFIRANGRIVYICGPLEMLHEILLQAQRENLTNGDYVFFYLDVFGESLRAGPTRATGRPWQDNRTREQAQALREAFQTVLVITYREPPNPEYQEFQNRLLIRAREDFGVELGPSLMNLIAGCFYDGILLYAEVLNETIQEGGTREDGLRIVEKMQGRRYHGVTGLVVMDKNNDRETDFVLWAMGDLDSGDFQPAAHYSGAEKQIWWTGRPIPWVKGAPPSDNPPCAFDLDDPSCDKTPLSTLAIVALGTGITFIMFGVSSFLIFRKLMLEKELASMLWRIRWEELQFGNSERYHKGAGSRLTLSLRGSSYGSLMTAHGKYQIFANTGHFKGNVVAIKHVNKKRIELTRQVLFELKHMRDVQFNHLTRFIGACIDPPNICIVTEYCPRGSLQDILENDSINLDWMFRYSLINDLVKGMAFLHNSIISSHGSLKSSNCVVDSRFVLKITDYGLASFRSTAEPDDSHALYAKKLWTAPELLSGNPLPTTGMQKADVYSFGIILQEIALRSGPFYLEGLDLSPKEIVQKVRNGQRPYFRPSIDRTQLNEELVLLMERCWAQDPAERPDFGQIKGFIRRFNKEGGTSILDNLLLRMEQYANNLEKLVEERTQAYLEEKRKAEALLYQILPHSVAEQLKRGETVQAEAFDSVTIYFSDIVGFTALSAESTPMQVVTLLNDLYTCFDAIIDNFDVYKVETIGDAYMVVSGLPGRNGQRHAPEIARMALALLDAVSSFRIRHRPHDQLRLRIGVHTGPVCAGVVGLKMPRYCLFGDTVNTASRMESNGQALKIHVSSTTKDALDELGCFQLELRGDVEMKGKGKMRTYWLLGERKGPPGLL
NPR1 activator: GC-A (human) enzyme activation | P16066 | activation, % at 10 µM | actives 0.14% (n = 370,000) | HEK293 GC-A cells, cGMP TR-FRET, EC30 ANP; 0% at EC30 ANP, 100% saturating ANP; in the data active = activation above about 40%
DAX1 inh-2: inhibitors of human orphan nuclear receptor DAX1 (NR0B1) | P51843 | HEK293 Gal4-DAX1 luciferase reporter, luminescence | inhibition, % at 6.75 µM | actives 0.99% (n = 340,000) | AID 504766;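 active = inhibition above the mean over all tested compounds plus 3 SD, cut at about 4.2% in these data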;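 note: 0% = DAX1-transfected cells with DMSO and 100% = empty-vector control cells with DMSO; inhibition shows as a rise in luminescence from relieved DAX1 repression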
hgDAF12 agonist: hgDAF-12 agonism, primary luciferase screen. HEK293 GAL4-hgDAF12 UAS-luciferase reporter, agonist luminescence; normalized to butyrate control. activation, % at 6.8 µM. actives 1.8% (n = 370,000). AID 687014;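 active = activation above a cutoff set at the mean of all screened compounds plus 3 SD, cut at about 10% in these data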;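 note: 0% = DMSO wells and 100% = sodium butyrate wells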
The depositor's hits bear a star; . = not tested or not shown.

The line under a structure holds: NPR1 activator, hgDAF12 agonist, ADAM10 inh, hcDAF-12 act, GC-B act, SMARCA2 activ, ssDAF-12 act, DAX1 inh-2, sPLA2-III inh, DAX1 inh-1, GAA850 FXN act
- Cc1cc2c(OCC(O)CN3CCCCC3)cccc2[nH]1 (configuration not stated)
    -4.3, 0.6, -6.7, 0.0, -6.0, 1.4, 0.2, 0.0, 10.6, 0.1, 0.5
- COc1ccc(C(=O)N/C(=C/c2cccnc2)C(=O)N2CCOCC2)cc1OC
    0.3, -1.5, -1.2, -0.8, 0.5, -0.2, -0.6, -0.5, -1.6, 0.2, -0.7
- COc1ccc(CCN2C(=S)N(C)C(=O)C2CC(=O)Nc2ccc(OC)cc2)cc1 (configuration not stated)
    0.1, -0.1, 15.5, -1.5, -4.1, 5.8, -1.7, 0.2, -52.5, -0.7, -1.1
- CC(Sc1ccsc1[N+](=O)[O-])C(=O)NCc1ccco1 (configuration not stated)
    1.3, -2.5, 3.9, -2.1, -1.1, 3.5, -1.3, 0.9, -6.3, 0.2, 0.3
- CC(=O)Nc1ccc(S(=O)(=O)NNC(=O)c2cccc3ccccc23)cc1
    1.5, -0.3, 1.6, 0.2, -0.8, 3.2, -1.1, -0.8, -2.9, 1.0, -2.6
- O=C(NCc1ccco1)c1ccc(-c2ccc3nccn3c2)cc1
    -5.2, -0.1, -64.7, 0.1, -8.5, -3.3, -1.8, ., -4.2, -0.2, -0.8
- CCOC(=O)N1CCC(NC(=O)c2ccc(N3CCC4(CC3)OCCO4)c([N+](=O)[O-])c2)CC1
    4.6, -2.1, -4.0, -1.4, 2.8, -3.5, -1.9, -0.3, -5.1, -1.6, -0.4
- CC(C)(C)C(=O)Nc1cccc(C(=O)c2cccc(NC(=O)C(C)(C)C)c2)c1
    0.2, -1.6, -0.2, -1.9, -2.6, 2.2, -1.0, 0.3, 4.6, -0.3, 2.0
- Cc1cc(C)cc(N2C(=O)CC(N3CCOCC3)C2=O)c1 (configuration not stated)
    3.2, -0.1, -3.8, -1.2, 4.5, 2.0, -1.2, 0.3, 5.7, 0.3, 1.4
- CCOC(=O)C(=O)N(C)c1c(CC)nc2c(OCc3ccccc3)cccn12
    -1.0, 0.3, -8.5, -0.5, -0.9, -3.1, -1.0, ., 2.8, 0.9, 1.1
- Cc1ccccc1-n1ncc(C(C)NS(=O)(=O)c2ccccc2Cl)c1C (configuration not stated)
    0.7, -1.2, 3.0, 2.1, 2.6, -2.0, -0.1, 1.6, 4.4, 0.4, -1.2
- CCOCCCNC(=O)C(c1ccccc1)N(Cc1cccs1)C(=O)c1ccccc1O (configuration not stated)
    -6.8, -2.2, 1.2, -1.7, -2.6, -2.2, -1.9, -1.2, -14.1, -0.4, -0.1
- COc1cnc(-c2ccccn2)nc1Oc1cccc(C(F)(F)F)c1
    4.8, -3.6, -13.1, -1.2, 2.0, -3.5, -1.2, -2.0, 21.4*, -0.2, 1.2
- COc1cc(/C=C/C(=O)OCC(=O)NCC2CCCCC2)ccc1O
    -3.7, 2.8, -60.1, -1.5, -2.5, -1.4, -1.0, 1.4, -7.8, 0.3, 0.8
- CCOC(=O)c1c(-c2ccccc2)csc1NC(=O)c1nn(CC)cc1Br
    3.6, -0.4, -7.9, 0.1, -2.4, 0.1, -1.7, -2.4, 0.8, 0.2, 2.1
- COC(=O)c1ccc(NC(=S)NC(=O)c2c(Cl)cnn2C)cc1
    1.9, 0.8, -6.2, -1.6, -2.4, -1.6, -1.2, -0.1, 14.6, -0.5, 0.9
- CCN(CC)S(=O)(=O)c1ccc(N2CCCC2)c(NC(=O)C2CSC3(C)CCC(=O)N23)c1 (configuration not stated)
    2.3, 3.6, -6.9, -2.2, 2.2, -1.8, -1.0, -0.7, 1.2, 0.2, 1.2
- Cn1c(NC(=O)c2ccco2)c(-c2ccccc2)c(=O)c2ccccc21
    1.0, 0.1, 0.0, 1.4, 4.6, -2.2, -0.5, 4.2*, 4.1, -0.2, 0.7
- O=C(O)c1ccc2cccc(O)c2n1
    2.5, -0.2, -4.7, -0.1, 1.3, -3.9, -1.3, ., 9.2, 0.1, 0.5
- CCO/N=C(\C)c1c(O)c(CC)c(-c2ccccc2)n(-c2ccccc2)c1=O
    3.7, 0.1, -12.4, -0.3, -1.1, -4.2, -0.7, 0.1, -6.6, 0.2, -0.9
- COc1ccc(CC(=O)Nc2ccc(-c3noc(-c4ccccc4OC)n3)cc2)cc1
    7.3, -0.3, -0.3, -2.1, 4.2, -4.5, -1.9, -2.6, -7.9, -0.8, -1.1
- CCC(CC)C(=O)Nc1cccc(SC)c1
    -2.2, -0.1, -1.1, -1.5, 2.7, -0.8, -1.1, ., 0.6, 0.7, .
- CCOC(=O)C1NN=C(C(=O)c2ccccc2)C1c1ccc(OC)cc1 (configuration not stated)
    -0.3, 0.3, 0.7, -1.0, 0.8, -2.2, -0.8, ., -12.6, -0.6, 1.3
- CN(Cc1ccccc1)C(=O)c1cccc(NC(=O)Cc2ccc(NC(=O)C3CCN(C(=O)C4CCC4)CC3)cc2)c1
    2.4, -2.3, -6.8, -1.9, -1.6, -2.7, -1.1, -0.3, -13.8, -1.1, -1.1
- O=S(=O)(c1ccc2c(c1)OCCO2)N1CCN(Cc2ccc3c(c2)OCO3)CC1
    -0.5, -1.1, 4.5, 0.2, 0.1, -1.3, -1.4, 1.7, -11.1, 0.1, -0.2
- O=C(Nc1ccc(F)cc1)OCc1cn(Cc2cc(F)cc(F)c2)nn1
    -1.9, -1.3, 6.1, -3.1, -4.7, -1.7, -1.4, ., -3.9, -1.0, .
- O=C(O)C1CCCCC1C(=O)NCCCN1CCOCC1 (configuration not stated)
    7.0, 0.8, -11.9, 0.6, -2.5, -0.2, -0.2, -0.2, 0.1, -0.1, 1.4
- COC(=O)CNc1nc(-c2ccccc2F)nc2ccccc12
    5.0, 1.2, -7.4, -1.3, 3.5, -0.1, -1.3, -1.0, -3.3, -0.8, -1.8
- CCCCCCCCc1nc(=S)[nH][nH]1
    -3.9, -0.1, 2.8, 1.0, -0.5, -4.8, -0.7, 1.0, 3.4, 0.0, -2.5
- CCOCCCNC(=O)C(c1ccc(OC)cc1)N(Cc1cccs1)C(=O)c1ccccn1 (configuration not stated)
    -0.8, -2.2, 4.6, -1.8, 3.3, 1.5, -1.7, -0.8, -1.5, -0.9, -1.6

Continued:
The line under a structure holds: NPR1 activator, hgDAF12 agonist, ADAM10 inh, hcDAF-12 act, GC-B act, SMARCA2 activ, ssDAF-12 act, DAX1 inh-2, sPLA2-III inh, DAX1 inh-1, GAA850 FXN act
- C[C@H](NC(=O)c1ccco1)C(=O)Nc1ccc(C#N)cc1
    -2.6, 0.5, 12.0, -2.2, -3.2, 2.5, -0.8, 1.0, 2.7, -0.2, 0.3
- Cc1ccc(NC(=O)NCc2ccccn2)cc1
    4.8, 0.2, -4.0, -0.2, 2.6, -1.4, -0.6, -0.6, 4.2, -0.4, 1.8
- COCc1cc(CN2CCN(CCc3ccccc3)C(CCO)C2)ccc1OC (configuration not stated)
    3.3, 1.4, -5.8, 1.5, 6.6, -1.0, -0.6, 1.0, 1.5, -0.4, 0.7
- O=C(O)CC(CC(=O)Nc1ccccc1C(=O)O)c1ccccc1 (configuration not stated)
    1.7, 0.2, -4.7, 1.1, 2.0, -1.7, -1.3, 0.1, 0.3, 0.4, 3.1
- Cc1cccc(N(C(=O)c2ccco2)C(C(=O)NC2CCCC2)c2ccco2)c1C (configuration not stated)
    -6.2, -3.3, 0.5, 1.0, 1.9, 0.3, -0.6, -0.9, -4.1, 0.3, 0.2
- Cc1onc(-c2c(Cl)cccc2Cl)c1C(=O)ONC(=O)c1cc(C(F)(F)F)cc(C(F)(F)F)c1
    -1.8, -2.8, 1.6, -0.4, -0.3, -2.2, -1.1, 1.1, 11.8, 0.5, 0.8
- CN(C)CCSc1nnc(-c2ccccc2)o1
    -1.2, 4.3, -5.3, 1.8, 8.0, 1.7, -0.2, 1.6, -2.8, 0.9, 3.6
- Brc1ccc(/C=N/Nc2ncnc3c2cnn3Cc2ccccc2)cc1
    -1.0, 1.8, -2.0, 0.9, -2.5, -0.6, -1.8, 3.3, 0.0, -0.5, 0.1
- O=c1[nH][nH]c2c1[C@H](c1ccc(F)cc1)O[C@H](CCC(F)(F)F)C2
    -3.8, 0.5, 3.7, -1.2, 2.7, -6.4, -0.6, ., -21.7, -0.2, .
- CSc1nc(O)c(/C=C2\C=Nc3ccccc32)[nH]1
    -8.3, 10.3, 6.3, 12.1*, -12.0, 3.1, 0.3, 1.1, 6.4, 1.1, 4.7
- COc1ccc(OC)c(-n2c(SCC(N)=O)nnc2-c2c[nH]c3ccccc23)c1
    -4.2, -4.1, -9.8, -0.4, -1.0, 0.8, -1.4, 0.8, -1.4, -0.5, 0.2
- Cc1cc(=O)oc2cc(OCC(=O)NC3CCCCC3)ccc12
    1.8, 3.1, -65.0, 0.6, -7.4, 4.1, -1.0, 1.1, -3.2, -0.3, -2.1
- Cc1cccnc1Nc1nc(-c2ccc(O)cc2O)cs1
    0.9, 1.0, -3.7, 0.9, -8.2, 5.3, -0.5, 0.3, -1.0, 0.3, 2.0
- Cc1ccc(C(=O)c2sc3nsc(C)c3c2N)cc1
    2.8, 12.7*, 9.1, 7.2*, -2.1, 4.9, 1.1*, 0.8, 4.3, 5.0*, 4.0
- Cc1ccsc1/C=N/NC(=O)c1nnn(-c2nonc2N)c1-c1ccc2c(c1)OCO2
    -0.5, -0.5, -4.6, -1.0, 5.3, -2.5, -0.8, -0.3, -6.5, -0.2, -2.2
